Bioassay records deposited in PubChem by National Center for Advancing Translational Sciences (NCATS).
PTHR1 ag: agonists of human PTHR1 parathyroid hormone receptor; 410,000 compounds, 0.075% hits; Q03431; HEK293 GP2 PTHR1 cells, GloSensor cAMP luminescence, 1 h; AID 743266; Potency, µM (top dose mostly 115 µM), inactives show top-dose activation, most hits filed as activators; also: potency is read from the fitted curve at half-maximal effect; nearly all actives have a fitted effect of over 55% in size; some results filed as inactive show a strong effect at the top dose; inactives centre near -15; many of its hits are not listed in these tables
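HEK-293-derived GP2 cells expressing PTHR1 and a GloSensor cAMP reporter, 3,000/well, plated overnight, given luciferin plus IBMX (each 0.5 mM as added) for 1 h at 37 °C, then compound for 1 h at 37 °C. Luminescence was read after 15 min at room temperature.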
EPAC1 antag: blocks human EPAC1 exchange factor; O95398; EPAC1 GEF assay, Rap1b-BODIPY-GDP exchange fluorescence; Potency, µM (doses to about 115 µM), for inactives: at the top dose activity change, negative = inhibition, actives largely listed as inhibitors; 360,000 compounds, 0.14% hits;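 also: potency is read from the fitted curve at half-maximal effect; plate controls were vehicle for no effect and positive control for full effect; nearly all actives have a fitted effect of over 50% in size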
PLK1 PBD block: inhibitors of human PLK1 polo-box domain binding | Plk1 PBD binding of FITC phosphopeptide, fluorescence polarization | Potency, µM, without a hit: max response, negative = inhibition, most hits filed as inhibitors | 360,000 compounds, 2.8% hits; also: potency is read from the fitted curve at half-maximal effect; series mostly up to about 57 µM; % is scaled to controls: 0 for no effect and ±100 for the full control effect; nearly all actives have a fitted effect of over 65% in size
Target sequence (P53350 whole entry, looked up, the tested form may be a part): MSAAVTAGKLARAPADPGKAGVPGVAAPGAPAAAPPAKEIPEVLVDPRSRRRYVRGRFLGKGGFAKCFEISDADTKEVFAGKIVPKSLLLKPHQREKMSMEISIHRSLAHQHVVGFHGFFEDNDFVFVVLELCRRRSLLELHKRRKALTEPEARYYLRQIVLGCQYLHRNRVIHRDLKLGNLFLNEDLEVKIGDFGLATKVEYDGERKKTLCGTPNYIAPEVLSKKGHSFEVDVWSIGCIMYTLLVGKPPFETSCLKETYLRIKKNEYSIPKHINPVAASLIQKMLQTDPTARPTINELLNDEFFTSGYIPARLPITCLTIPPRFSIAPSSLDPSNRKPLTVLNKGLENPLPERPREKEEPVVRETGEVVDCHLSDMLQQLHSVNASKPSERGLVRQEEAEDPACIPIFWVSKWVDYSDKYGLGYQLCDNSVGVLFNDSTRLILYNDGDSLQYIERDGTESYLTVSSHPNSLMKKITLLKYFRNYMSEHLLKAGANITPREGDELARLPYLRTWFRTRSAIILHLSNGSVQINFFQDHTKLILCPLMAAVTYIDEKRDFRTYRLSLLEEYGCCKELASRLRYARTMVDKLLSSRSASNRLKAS
GLP1R ag: agonists of human GLP-1 receptor; P43220; HEK293 GLP-1R CRE-luciferase, luminescence, 4-6 h; cells express a hypersensitive GLP-1R form; Potency, µM (highest dose often 45.6 µM), for the others: at the top dose activation, hits mostly activators; 380,000 compounds, 0.007% hits; AID 624172; also: potency is read from the fitted curve at half-maximal effect; % of control where 0% means no effect
Target sequence (P43220 whole entry, looked up): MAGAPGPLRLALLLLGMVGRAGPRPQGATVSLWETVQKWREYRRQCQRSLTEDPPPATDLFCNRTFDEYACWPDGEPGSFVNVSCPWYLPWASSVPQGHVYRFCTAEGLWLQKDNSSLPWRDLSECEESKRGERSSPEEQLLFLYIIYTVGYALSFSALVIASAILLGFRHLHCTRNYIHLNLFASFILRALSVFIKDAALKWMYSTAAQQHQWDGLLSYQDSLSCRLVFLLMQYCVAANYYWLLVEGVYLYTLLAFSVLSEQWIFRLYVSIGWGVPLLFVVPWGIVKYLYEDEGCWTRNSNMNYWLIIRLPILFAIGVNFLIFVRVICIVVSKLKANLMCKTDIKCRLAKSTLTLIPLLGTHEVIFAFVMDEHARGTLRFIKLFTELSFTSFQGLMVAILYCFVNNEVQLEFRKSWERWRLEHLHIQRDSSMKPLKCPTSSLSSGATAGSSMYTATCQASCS
GLP1R cytotox: cytotoxicity counter-screen for GLP-1 receptor inverse agonists. HEK293 cAMP-luciferase reporter cells, luminescence, 24 h. AID 624418. 410,000 compounds, 0.13% hits. Potency, µM (doses to about 38.3 µM), for inactives: at the highest dose activity change, negative = inhibition, most hits filed as inhibitors;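 also: loss of luciferase light is scored as toxicity; potency is read from the fitted curve at half-maximal effect; % is scaled to controls: 0 for no effect and ±100 for the full control effect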
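A 23 nL compound transfer followed 12 hours of cell culture at 37 deg C; exposure then lasted 24 hr. Luciferase assay detection reagent was dispensed and plates read for luminescence after a 12 min room-temperature wait.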
IL-2 act: IL-2 activation; IL-2 activation reporter assay, cell-based qHTS; stimulated with anti-CD3/CD4/CD28 beads; in transgenic mouse T cells; activation, % (series mostly up to about 46 µM); AID 652025; 360,000 compounds, 0.065% hits; in the data active = activation above about 50%; inconclusive = mostly about 30% to 49%; also: 0% is about no effect
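First, unstimulated transgenic mouse T cells were exposed to compound for 60 min. Next, anti-CD3/anti-CD4-coated beads with anti-CD28 were added. Finally, after 18 h at 37 degrees C, EGFP and DsRed were imaged.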
PI5P4K alpha inh: PI5P4K alpha (human) kinase inhibition | AID 652105 | PI5P4Kalpha enzyme, ADP-Glo luminescence, 60 min; active compounds read low | max response, % | 330,000 compounds, 1.2% hits; active = max response of -50% or lower; inconclusive = between -30% and -50%; inactive = -30% or higher; also: value at the top dose of about 77 µM; % is scaled to controls: 0 for no effect and ±100 for the full control effect
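Single end-point luminescence (ADP-Glo) quantified ADP from PI5P4Kalpha turnover; ATP 5 microM final, 1 h at RT, 0.1% CHAPS and 0.28 mM EGTA in HEPES pH 7.4.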
GLP-1R inv ag: acts as inverse agonist at human GLP-1 receptor. P43220. HEK293 GLP-1R CRE-luciferase, luminescence, 24 h; GLP-1R form is constitutively active. Potency, µM (series often up to 38.3 µM), for the others: at the highest dose activity change, negative = inhibition, most hits filed as inhibitors. 410,000 compounds, 1.6% hits. AID 624417; also: potency is read from the fitted curve at half-maximal effect; % is scaled to controls: 0 for no effect and ±100 for the full control effect; nearly all actives have a fitted effect of over 55% in size
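HEK293 cells stably co-expressing a cAMP-responsive luciferase reporter and constitutively active GLP-1R were seeded, incubated 12 h, then exposed to compounds for 24 h at 37 C. Luminescence was read 12 min after detection reagent; inverse agonists lower signal.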
EPAC1 agonist: EPAC1 (human) agonism; 360,000 compounds, 0.073% hits; Potency, µM (highest dose often 154 µM), without a hit: at the highest dose activation, most hits filed as activators; EPAC1 agonist qHTS, biochemical assay; response scale: 100% = response to 6.5 mM cAMP; O95398; also: potency is read from the fitted curve at half-maximal effect; nearly all actives have a fitted effect of over 60% in size
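Normalized to 6.5 mM cAMP, activity reflects EPAC1-catalysed release of BODIPY-GDP from Rap1B, followed kinetically over 30 min at 480 nm excitation, 540 nm emission. Reaction contained 100 nM EPAC1, 250 nM Rap1B-BODIPY-GDP, 50 uM GDP.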
An asterisk follows results filed as active; i = inactive; ? = inconclusive; . = not tested or not shown; & = joins results of further samples; [ ] = another dose, or the depositor's remark. Unless noted, calls follow the shape of the dose curve; as a rule, active = well fitted curve in the direction sought with a large enough effect; inconclusive = small, poorly fitted or top-dose-only effect, or another doubt; inactive = no such curve, though single readings can be large; an effect the other way counts as inactive or inconclusive.

SMILES | PTHR1 ag | EPAC1 antag | PLK1 PBD block | GLP1R ag | GLP1R cytotox | IL-2 act | PI5P4K alpha inh | GLP-1R inv ag | EPAC1 agonist
COC(=O)c1cc2c(=O)n3ccccc3nc2n(Cc2cccnc2)c1=N | i | 4.2% | -5.7% | -3.8% | 332.0%[activator] | 5.3 | 7.4 | 5.5% | 3.7%
COc1ccc(/C=C/C(=O)Nc2ccc(-c3nnc4n3CCCCC4)cc2)c(OC)c1 | i | -24.7% | -8.0% | -1.5% | -27.9% | -3.5 | -1.9 | 15.6% | 5.8%
Cc1c(C(=O)OCC(=O)NC2CCCCC2)oc2ccccc12 | i | 3.3% | 1.9% | 0.5% | -4.4% | 0.4 | -4.2 | -1.5% | -3.6%
CC(C)(C)NC(=O)C1c2ccccc2Oc2ccccc21 | -31.3%[inhibitor] | -0.7% | -6.1% | 3.2% | -11.8% | -0.9 | 0.1 | -20.0% | 12.9%
CC1(C(=O)N2Cc3ccccc3C2)CCN1C(=O)C1(c2ccc(Cl)cc2)CC1 (stereo not drawn) | i | -0.6% | -11.4% | 2.7% | -1.2% | -0.6 | -4.5 | -29.1% | 6.6%
CCCNC(=O)C1(C)CCCN(C(=O)Cc2ccc(OC)c(OC)c2)C1 (stereo not drawn) | i | -6.4% | -7.7% | 0.0% | 0.1% | -0.8 | 0.9 | 25.1% | 7.8%
COCCn1c(N)c(N(Cc2ccccc2)C(=O)C2CCCCC2)c(=O)[nH]c1=O | -22.1% | -19.0% | 4.0% | -1.8% | 1.7% | 2.5 | 4.7 | 30.7%[activator] | -8.9%
N#Cc1ccccc1S(=O)(=O)N1CCN(C(=O)C2CCCC2)CC1 | i | -3.9% | -5.0% | 5.2% | -4.9% | 1.0 | -0.5 | -2.6% | 7.6%
COc1ccc(C(C)C)cc1S(=O)(=O)Nc1cccnc1 | -7.8% | 1.4% | -6.6% | -0.1% | -17.1% | -2.2 | 2.3 | 12.6% | -6.9%
CCOC(=O)C1=C(C)N(C[C@@H]2CC[C@@H](Cc3ccc(-c4ccccc4)cc3)O2)C(=O)NC1c1ccc(C(F)(F)F)cc1 (stereo partly drawn) | i | -9.9% | -12.5% | 0.1% | -8.3% | -0.7 | 1.8 | ? | 1.9%
COc1ccc(NC(=O)C2CCCN(S(C)(=O)=O)C2)cc1Cl (stereo not drawn) | -4.5% | 10.1% | 3.3% | 11.8% | -16.2% | -3.7 | -0.3 | 38.6%[activator] | 0.3%
COc1ccc([N+](=O)[O-])cc1NC(=O)C1CCCN1S(=O)(=O)c1cccs1 (stereo not drawn) | -17.5% | -15.3% | -2.9% | 15.1% | -11.3% | -0.4 | -3.0 | 16.5% | 16.7%

Entries of single compounds, looked up by structure. Values in the order: PTHR1 ag | EPAC1 antag | PLK1 PBD block | GLP1R ag | GLP1R cytotox | IL-2 act | PI5P4K alpha inh | GLP-1R inv ag | EPAC1 agonist
COCCn1c(N)c(N(Cc2ccccc2)C(=O)C2CCCCC2)c(=O)[nH]c1=O reads -22.1% | -19.0% | 4.0% | -1.8% | 1.7% | 2.5 | 4.7 | 30.7%[activator] | -8.9%
CC1(C(=O)N2Cc3ccccc3C2)CCN1C(=O)C1(c2ccc(Cl)cc2)CC1 (stereo not drawn) reads i | -0.6% | -11.4% | 2.7% | -1.2% | -0.6 | -4.5 | -29.1% | 6.6%
COc1ccc(/C=C/C(=O)Nc2ccc(-c3nnc4n3CCCCC4)cc2)c(OC)c1 reads i | -24.7% | -8.0% | -1.5% | -27.9% | -3.5 | -1.9 | 15.6% | 5.8%

Other structures:
SMILES | PTHR1 ag | EPAC1 antag | PLK1 PBD block | GLP1R ag | GLP1R cytotox | IL-2 act | PI5P4K alpha inh | GLP-1R inv ag | EPAC1 agonist
O=C(OCCCN=C1NS(=O)(=O)c2ccccc21)c1cccs1 | i | -13.8% | -8.3% | 0.6% | 0.4% | -2.0 | 3.8 | -4.4% | -3.0%
COc1ccc(-c2nc(CCNC(=O)c3cccs3)cs2)cc1 | -95.2%&-35.6%[inhibitor] | 8.7% | -3.4% | -6.9% | -6.7%&2.8% | 0.1 | 5.3 | ? | 7.2%
O=C(O)c1ccc2c(=O)n3c(nc2c1)/C(=C/c1ccccc1C(F)(F)F)CCCC3 | i | 6.7% | -8.2% | -1.6% | 16.3% | 1.1 | ? | 1.9% | 9.3%
CCOC(=O)c1c(N)n(-c2ccc(Cl)c(Cl)c2)c2nc3ccccc3nc12 | i | . | . | -2.6% | -2.8% | . | . | 8.6% | .
CC1=C(C(=O)Nc2cccc(C)n2)C(c2ccc3c(c2)OCO3)C2=C(CC(c3ccco3)CC2=O)N1 (stereo not drawn) | i | -5.6% | ? | -2.4% | -2.8% | 2.0 | -0.1 | 0.0% | -2.9%
Cc1cccc(C(=O)NCC(=O)OCC(=O)c2cc(C)n(CC3CCCO3)c2C)c1 (stereo not drawn) | -6.5% | 0.4% | -7.8% | 7.8% | -4.8% | -2.7 | 5.5 | -17.4% | -7.5%
O=C(COc1ccc([N+](=O)[O-])cc1)NCc1cccnc1 | i | -10.5% | -1.7% | -0.2% | -5.9% | -0.3 | -5.6 | 17.8% | -5.0%
O=C(CCS(=O)(=O)c1ccc(Br)s1)NCc1cccs1 | i | 6.5% | -9.4% | 0.3% | -6.6% | -2.9 | . | -6.3% | -1.5%
O=C(NC1CC1)c1ccc(S(=O)(=O)NC2CCCCCC2)cc1 | 26.4%[57.5 µM] | -0.6% | -0.5% | 14.0% | -9.0% | -0.4 | . | 0.0% | -2.8%
CCOc1ccc(NC(=O)NNC(=O)c2cccnc2)cc1 | i | -22.0% | -1.1% | -7.1% | -9.2% | 1.6 | -4.4 | 11.1% | 15.3%
N#Cc1ccccc1OCC(=O)N1N=C(c2cccs2)CC1c1ccco1 (stereo not drawn) | -22.8% | -7.0% | -12.9% | ? | 2.7% | 0.6 | -9.9 | ? | 18.5%
COc1cc(/C=C/C(=O)NC(C)C2CC3CCC2C3)cc(OC)c1OC (stereo not drawn) | i | 2.2% | -5.1% | ? | 2.5% | 1.0 | 2.1 | 28.7% | 0.5%
CCN1CCN(CCNC(=O)c2cn(Cc3ccccc3F)nn2)CC1 | i | 2.9% | -4.6% | -5.8% | 11.8% | 2.2 | 10.2 | 5.4% | -2.0%
O=C(C[C@H]1C(=O)N(Cc2cccnc2)C[C@@H]1Cc1ccccc1)Nc1ccccc1 | 0.5% | -14.8% | -8.8% | 1.2% | 2.7% | 2.9 | -0.5 | -7.4% | -2.1%
Nc1nncn1C(=O)c1c(Cl)cccc1Cl | 0.0%[57.5 µM] | 13.3% | -8.9% | -7.4% | 7.1% | -0.1 | . | -4.0% | 0.0%
O=C(CN(C1CCCCC1)S(=O)(=O)c1ccc(F)cc1)NCc1ccncc1 | i | 3.6% | -1.4% | 0.5% | -2.9% | -4.7 | 1.9 | 2.1% | -4.2%
CN(Cc1ccccc1)c1ccc(N2C(=O)CCC2=O)cc1[N+](=O)[O-] | i | -14.2% | -5.7% | 5.5% | -2.1% | -4.6 | -2.8 | 0.7% | -6.0%
O=C(NCc1ccc(Cl)c(Cl)c1)c1cc(C2CCCCN2C(=O)C2CCCCC2)on1 (stereo not drawn) | -5.4% | -4.9% | -4.1% | 0.9% | 0.1% | -0.3 | 0.0 | ? | 5.0%
CC(OC(=O)C1CCN(S(=O)(=O)c2ccc(Cl)cc2)CC1)C(=O)N1CCc2ccccc21 (stereo not drawn) | -13.7%[57.5 µM] | 0.7% | -7.1% | 2.6% | 0.0% | 0.3 | 8.8 | ? | 10.3%
Cc1oc(C(C)(C)C)cc1C(=O)N1CCN(c2ncccc2C(F)(F)F)CC1 | i | -21.4% | -4.0% | -11.6% | 13.1% | -1.1 | 1.3 | ? | -9.5%
CCN1CCCC1CN(Cc1cc2cc(OC)ccc2[nH]c1=O)C(=O)NCc1ccccc1 (stereo not drawn) | -24.4%[57.5 µM] | 0.0% | -3.8% | -10.2% | -18.4% | 0.2 | 4.4 | ? | 0.0%
NNC(=O)c1cccn(Cc2ccc(Cl)cc2Cl)c1=O | ? | -23.2% | -13.0% | -2.1% | 2.6% | -3.3 | 7.2 | -16.0% | -7.6%
CCCn1c(N)c(N(CCOC)C(=O)c2cc(S(=O)(=O)N3CCCCCC3)ccc2OC)c(=O)[nH]c1=O | -5.4% | 6.8% | 9.2% | 1.8% | 4.1% | 0.0 | 3.5 | 32.0%[activator] | -1.6%
COc1ccc(-c2nc(CCNS(=O)(=O)c3ccc4c(c3)OCCO4)cs2)cc1 | -46.8%[inhibitor] | ? | -0.2% | -2.8% | 1.6% | -3.9 | 8.4 | -18.4% | 0.0%
O=C(CSc1nc2ccc(Nc3nc(N4CCOCC4)nc(N4CCOCC4)n3)cc2s1)NCc1ccco1 | -21.3% | 26.3% | -17.8% | 17.7% | ? | -0.7 | 0.8 | ? | 3.8%
Cc1ccc(S(=O)(=O)Nc2ccc(C(=O)OCC(=O)N(CCC#N)c3ccccc3)cc2)cc1C | -4.0% | 5.9% | -6.4% | -1.1% | 0.0% | 0.4 | 7.6 | ? | 13.4%
Cc1nc(SCC(=O)Nc2cc(C(N)=O)cc(C(N)=O)c2)c2c(C)c(C)sc2n1 | i | -8.9% | ? | 14.2% | -0.7% | -2.2 | 2.5 | 33.7% | 6.3%
COC(=O)c1sccc1NC(=O)c1ccc(C(C)C)cc1 | i | -18.4% | -6.6% | 1.7% | 9.9% | -0.9 | 22.2 | ? | -0.9%
Cc1cccc(Oc2ncnc(N)c2[N+](=O)[O-])c1C | i | -6.8% | -4.1% | -1.0% | -12.0% | 1.9 | 0.0 | 24.5% | 5.1%
CCOC(=O)c1ccc(-c2c(C)cc3oc(=O)cc(-c4ccccc4)c3c2C)cc1 | -16.3% | -11.8% | -7.3% | 8.6% | -4.5% | -0.7 | -10.7 | -20.6% | -1.9%
COc1ccc2c(C)cc(SC3CCOC3=O)nc2c1 (stereo not drawn) | i | -8.0% | ? | 3.5% | -18.4% | -3.5 | 1.0 | -22.8% | 6.9%

This is a subset (hit frequency here may not be typical).
